Screening data as filed in PubChem.
KinaseGlo FLuc – Kinase-Glo luciferase inhibition (counter-screen); Q27757; Kinase-Glo luciferase, ATP luminescence, 8 min; Potency, µM (titrated, usually from 38.3 µM), for the others: at the highest dose activity change, negative = inhibition, usual class: inhibitors; 0.28% of 200,000 active; also: % is scaled to controls: 0 for no effect and ±100 for the full control effect; nearly all actives have a fitted effect of over 60% in size
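Substrate mix (final 50 mM imidazole pH 7.2, 50 mM KCl, 7 mM MgCl2, 10 uM ATP, 0.01% Tween 20, 0.05% BSA) plus pin-tool compound, then Kinase-Glo detection mix; 8 min ambient, luminescence read.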
ALDH1A1 block – blocks purified human ALDH1A1 activity; P00352; Purified ALDH1A1, NADH fluorescence, propionaldehyde substrate; Potency, µM (doses to about 75.3 µM), inactives show top-dose activity, negative = inhibition, most hits filed as inhibitors; 7.3% of 220,000 active; active = well fitted inhibition curve with a large enough effect, not every such curve was filed as active; inconclusive = small, poorly fitted or top-dose-only effect, or another doubt; inactive = no such curve, though single readings can be large or run the other way;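 also: plate controls were no enzyme wells and a reference inhibitor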
Lamin A splicing – LMNA splicing modulation | HeLa LMNA splicing GFP/RFP minigene ratio, 48 h | Potency, µM (doses to about 46.1 µM), inactives show top-dose ratio change, negative = inhibition, hits mostly inhibitors | 0.01% of 200,000 active | AID 1487; active = well fitted inhibition curve with a large enough effect in the signal ratio, with a control signal flat, not every such curve was filed as active; inconclusive = small, poorly fitted or top-dose-only effect, or effect the other way, or a change in a side signal; the % refers to the signal ratio; also: % is scaled to controls: 0 for no effect and ±100 for the full control effect
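S3 HeLa cells stably expressing lamin A-EGFP splicing minigene plus DsRed2, 600 cells/well, 48 h compound exposure at 37C. Laser-scanning cytometry; analysed as GFP (500-530 nm)/RFP (575-640 nm) total intensity ratio; 0.5% DMSO vehicle.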
Tau fibril ThT – inhibitors of human tau fibril formation, thioflavin T binding. P10636. recombinant tau K18 P301L (four-repeat tau fragment), heparin-induced fibrillization, ThT fluorescence. Potency, µM (doses to about 57.4 µM), for the others: top-dose activity, negative = inhibition, most hits filed as inhibitors. 2.1% of 270,000 active. AID 1460; also: % is scaled to controls: 0 for no effect and ±100 for the full control effect; nearly all actives have a fitted effect of over 55% in size
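Heparin-induced fibrillization of the P301L-mutant K18 repeat-domain fragment of human tau was followed by ThT binding in quantitative high-throughput format.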
SMN2 splice up – SMN2 splice variant enhancement; 2.8% of 210,000 active; Potency, µM (top dose mostly 46.1 µM), for the others: top-dose activity change, positive = activation, hits mostly activators; HEK293 SMN2-luciferase splicing reporter, luminescence, 30-36 h; AID 1458; also: % of control where 0% means no effect; nearly all actives have a fitted effect of over 55% in size
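HEK293 cells carry an SMN2 minigene-luciferase reporter in which exon 7 inclusion puts luciferase in frame. Cells were seeded at 2000 cells/well, attached for 10-12 hours, then exposed to compounds for 30-36 hours at 37C before ONE-Glo luminescence.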
JMJD2E inh – blocks human JMJD2E demethylase activity; B2RXH2; JMJD2E catalytic domain, FDH-coupled NADH fluorescence (FDH is formaldehyde dehydrogenase); Potency, µM (titrated, usually from 57.1 µM), for inactives: top-dose activity change, negative = inhibition, usual class: inhibitors; 1.6% of 230,000 active; AID 2147; active = well fitted inhibition curve with a large enough effect, not every such curve was filed as active; inconclusive = small, poorly fitted or top-dose-only effect, or another doubt; inactive = no such curve, though single readings can be large or run the other way;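 also: 0% = wells with enzyme and -100% = buffer wells without enzyme; nearly all actives have a fitted effect of over 50% in size; many of its hits are not listed in these tables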
Target sequence (B2RXH2 1-337 limits assumed): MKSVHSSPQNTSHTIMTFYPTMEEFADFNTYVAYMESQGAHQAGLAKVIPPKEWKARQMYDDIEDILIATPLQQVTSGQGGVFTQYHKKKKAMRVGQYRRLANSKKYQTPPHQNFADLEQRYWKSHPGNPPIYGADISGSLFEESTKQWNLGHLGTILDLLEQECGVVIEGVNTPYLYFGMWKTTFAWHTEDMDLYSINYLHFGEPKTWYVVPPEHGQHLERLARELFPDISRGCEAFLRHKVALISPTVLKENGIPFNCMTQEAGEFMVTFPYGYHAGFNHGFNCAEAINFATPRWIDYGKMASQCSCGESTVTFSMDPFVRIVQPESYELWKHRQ
RECQ1 inh – RECQ1 (human) helicase inhibition; Potency, µM (highest dose often 57.3 µM), inactives show at the top dose activity, negative = inhibition, hits mostly inhibitors; RECQ1 DNA unwinding, red fluorescence kinetic read; 0.54% of 240,000 active; P46063;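 also: plate controls were vehicle for no effect and no enzyme for full effect; nearly all actives have a fitted effect of over 30% in size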
Target sequence (P46063 whole entry, looked up): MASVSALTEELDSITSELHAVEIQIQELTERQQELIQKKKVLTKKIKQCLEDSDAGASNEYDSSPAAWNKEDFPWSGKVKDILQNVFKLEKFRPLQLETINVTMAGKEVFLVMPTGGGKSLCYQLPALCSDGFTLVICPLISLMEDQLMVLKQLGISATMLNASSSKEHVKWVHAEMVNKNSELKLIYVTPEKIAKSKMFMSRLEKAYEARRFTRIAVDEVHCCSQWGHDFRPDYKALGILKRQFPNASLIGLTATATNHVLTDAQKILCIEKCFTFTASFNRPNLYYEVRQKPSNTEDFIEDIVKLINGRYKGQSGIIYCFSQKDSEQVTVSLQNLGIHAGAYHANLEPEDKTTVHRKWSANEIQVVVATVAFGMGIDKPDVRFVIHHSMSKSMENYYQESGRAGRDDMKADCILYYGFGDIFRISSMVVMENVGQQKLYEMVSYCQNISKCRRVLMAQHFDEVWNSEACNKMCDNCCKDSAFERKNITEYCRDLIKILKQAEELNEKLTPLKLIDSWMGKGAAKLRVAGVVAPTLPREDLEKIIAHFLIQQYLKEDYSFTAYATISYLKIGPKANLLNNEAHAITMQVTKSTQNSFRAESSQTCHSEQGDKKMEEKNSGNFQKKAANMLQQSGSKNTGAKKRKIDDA
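RECQ1T1 50 nM; forked duplex (20 bp + 30-nt ss tails) 200 nM, ATP 2 mM final; pH 8.0, 2 mM MgCl2, 2.5 ug/ml poly(dI-dC); 15 min compound preincubation; discontinuous kinetic read over 2 h at RT.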
L3MBTL1 block – blocks human L3MBTL1. AlphaScreen L3MBTL1–H3K9me1 peptide binding. Potency, µM (top dose mostly 57.1 µM), without a hit: at the highest dose activity, negative = inhibition, actives largely listed as inhibitors. 0.66% of 230,000 active; also: % is scaled to controls: 0 for no effect and ±100 for the full control effect; nearly all actives have a fitted effect of over 60% in size
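AlphaScreen assay: L3MBTL1 (50 nM final) was preincubated 30 min at room temperature with biotinylated H3(1-15)K9me1 peptide (75 nM final), then 30 min with library compounds; streptavidin donor and nickel chelate acceptor beads (10 ug/mL final) added, 30 min dark.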
Starred values were filed as active, the others as inactive; i = inactive; u = inconclusive; x = no result given; & = joins results of further samples; [ ] = another dose, or the depositor's remark. Unless noted, calls follow the shape of the dose curve; as a rule, active = well fitted curve in the direction sought with a large enough effect; inconclusive = small, poorly fitted or top-dose-only effect, or another doubt; inactive = no such curve, though single readings can be large; an effect the other way counts as inactive or inconclusive. Potency is read from the fitted curve at half-maximal effect.

SMILES	KinaseGlo FLuc	ALDH1A1 block	Lamin A splicing	Tau fibril ThT	SMN2 splice up	JMJD2E inh	RECQ1 inh	L3MBTL1 block
CC(C)(C)c1n[nH]c(=S)n(/N=C/c2cccs2)c1=O	-2%	-3%	7%	1%	u	-4%	-5%	9%
Cc1ccc(-n2cc(CN(C)CCc3cn[nH]c3)c(-c3cccc(C)c3)n2)cc1	-1%	-8%	x	-21%	x	0%	0%	-20%
Cc1nc(C)c(-c2nnc(-c3ccc(C(C)(C)C)cc3)o2)cc1C(=O)NN	2%	u	-9%	u	-11%	u	0%	-1%
O=C(Nn1c(-c2ccc(Cl)cc2)nc2ccccc2c1=O)c1cccnc1Cl	-4%	0%	-12%	3%	-16%[1.84 µM]	2%	-2%	9%
Cc1ccc(N(CC(=O)N/N=C/c2cc(C)n(-c3ccccc3C)c2C)S(C)(=O)=O)cc1	-2%	25µM*	9%	-18%	1%	u	-20%	-3%
O=C(NC1=NCCS1)c1ccc([N+](=O)[O-])cc1Cl	-2%	10%	x	-4%	10%	6%	4%	5%
O=C(O)CN1C(=O)NC2NC(=O)NC21 (configuration not stated)	17%	13%	3%	-1%	-2%	2%	-7%	x
Cc1cccc(NC(=S)NCc2ccc3c(c2)OCO3)c1	-2%	-9%	1%	-8%	25%	3%	-5%	-2%
O=C(CCC1CCCC1)NCCCN1CCOCC1	-1%	u	11%	1%	-8%	-2%	-1%	5%
COc1ccc2nc(SCC(=O)Nc3ccc4c(c3)CCC4)[nH]c2c1	2%	11µM*	u	u	-8%	-2%	i	-14%
Cc1cc2nc(SCC(=O)Nc3ccccc3C(=O)O)[nH]c2cc1C	-2%	5%	u	u	30%	-8%	i	7%
CC(C)N(C(=O)CN1C(=O)C(=O)c2ccccc21)c1ccccc1	1%	0.028µM*	4%[46 µM]	-4%	-3%	-10%	i	-1%
CN(C)c1ccc(/C=C2\SC(=S)N(Nc3ncc(C(F)(F)F)cc3Cl)C2=O)cc1	-6%	-1%	u	u	7%	0%	10µM*	-11%
Cc1noc(C)c1Cc1c(Cl)cccc1Cl	6%	1%	u	-9%	-9%	7%	-14%	9%
CN(C(=O)COC(=O)C1CCN(S(=O)(=O)c2cccs2)CC1)C1CCS(=O)(=O)C1 (configuration not stated)	3%	3%	-10%	2%	-8%	-3%	6%	-7%
O=C(Cc1csc(Nc2nc(=S)[nH]c3ccccc23)n1)NCCCN1CCN(c2cccc(Cl)c2)CC1	-2%	2%	x	u	-43%[inhibitor]	u	i	x
O=C(Nc1cc(Oc2ccc(Cl)cc2)cc([N+](=O)[O-])c1)c1ccco1	1%	-3%	u	-7%	-14%[1.84 µM]	u	-12%	-5%
CS(=O)(=O)N(CCc1ccccc1)CC(=O)NCc1ccc2c(c1)OCO2	-1%	u	3%	-3%	-8%	-3%	6%	x
O=C(CSc1nnc(-c2cccs2)n1-c1ccccc1)N1CCOCC1	5%	u	7%	-7%	x	-7%	-2%	-1%
CCC1CCCCN1C(=O)CSc1nc2c(c(=O)n(C)c(=O)n2C)n1C (configuration not stated)	0%	13µM*	x	2%	x	-1%	i	3%
CC(C)Cn1c(-c2ccc(C#N)cc2)nc2c1c(=O)[nH]c(=O)n2CC(C)C	-3%	u	6%	-17%	9%	u	i	x
OC1(c2cccc(F)c2)CCN(Cc2ccncc2)CC1	-3%	-16%	-7%	-8%	9%	-2%	-10%	2%
COc1ccccc1N1CCN(C(=O)C(=O)N/N=C/c2ccccc2F)CC1	-7%	-5%	9%	-5%	9%	-1%	-2%	-3%
C=CCNC(=S)Nc1ccc(F)cc1F	-2%	7%	u	-4%	-19%	7%	-4%	1%
COc1ccc(NC(=O)c2cc(F)cc(F)c2)cc1Cl	-7%	6%	6%	-22%	u	8%	i	x
Cc1cccc(OC2CCN(Cc3nc(CC4CC4)no3)CC2)c1	x	9%	x	-4%	x	4%	-3%	10%
Cc1sc2ncn(-n3c(C)ccc3C)c(=O)c2c1C	0%	-8%	24%	-7%	4%	8%	i	-1%
C=CCN(CC=C)S(=O)(=O)c1ccc(C(=O)Nc2nc3c(s2)CCc2ccccc2-3)cc1	0%	2%	u	-3%	-18%	u	i	13%
CCCCNC(=O)c1cn(-c2ccc(OCC)cc2)c(=O)c2cc(OC)c(OC)cc12	2%	25%	10%	-14%	5%	-2%	1%	x
COC(=O)CN(c1ccc2c(c1)OCO2)S(C)(=O)=O	-4%	7%	1%	-1%	-12%	-1%	-13%	1%
COc1cccc(CN2CCNC(=O)C2CC(=O)N(C)Cc2cnccn2)c1OC (configuration not stated)	-8%	6%	14%[46 µM]	-6%	x	-26%	1%	9%
O=C1NC(=O)C2(CCc3ccccc32)N1 (configuration not stated)	-2%	6%	11%[0.0737 µM]	4%	9%	1%	-5%	-6%
Cc1ccc(S(=O)(=O)/C(C#N)=C/c2c[nH]c3ccccc23)cc1	-4%	8%	u	u	-6%	-11%	-22%	x
CC(C)CCn1c(NCCN(C)C)nc2c1c(=O)[nH]c(=O)n2C	-1%	7%	0%	-10%	-3%	1%	-3%	-1%
COc1ccccc1CNC(=O)c1cc2sccc2n1C	-4%	u	12%	-10%	-19%	-2%	-9%	-9%
COC(=O)COc1ccc(S(=O)(=O)N2CCOCC2)cc1C	5%	11%	0%	2%	-3%	8%	-5%	0%
Cc1c(-c2ccccc2)oc2c(C(=O)OCC(=O)Nc3cccc(F)c3)cccc2c1=O	1%	u	-3%	9%	-17%	3%	2%	-11%
Cc1ccc(S(=O)(=O)Cn2nnnc2C(CC(C)C)N2CCN(c3ccc(F)cc3)CC2)cc1 (configuration not stated)	3%	0%	12%	1%	-7%	-1%	0%	2%[11.4 µM]
Cc1ccc2nc(CSc3nnc(Cc4cccs4)n3C3CCCCC3)cc(=O)n2c1	0%	-13%	10%	-7%	-4%	u	11%	0%
CCOC(=O)C1CCCN(C(=O)c2cc(-c3ccc(C)cc3)nc3ccccc23)C1 (configuration not stated)	-6%	-13%	-1%[46 µM]	0%	-37%[inhibitor]	u	-2%	2%
Nc1nc(NCc2ccco2)nc(N2CCCCCC2)c1[N+](=O)[O-]	2%	1.6µM*	u	u	-61%[inhibitor]	-7%	-24%	-5%
CC1(C)CC(=O)C([C@H]2C3=C(CC(C)(C)CC3=O)Oc3ccccc32)C(=O)C1	1%	-1%	x	-10%	x	7%	-2%	x
O=C(c1ccc(Cl)c(F)c1F)N1CCCC1	-2%	12%	5%	6%	-5%	1%	-4%	-5%[11.4 µM]
Cc1ccc(Cl)cc1NC(=S)N1CCC(c2ccccc2)C1 (configuration not stated)	0%	4%	x	-2%	8%	2%	7%	3%
CC1=C(C(=O)OCc2ccccc2)C(c2ccc(Cl)cc2)NC(=O)N1CCCCCC(=O)O (configuration not stated)	0%&-3%	-9%&-10%	19%	u	-1%&-3%	-1%&11%	13%&13%	8%
CC(C(=O)Nc1ncc2c(n1)CC(C)(C)CC2=O)N1C(=O)c2ccccc2C1=O (configuration not stated)	16%	u	2%	-8%	1%	0%	i	0%
CC(=O)c1cccc(NC(=O)c2nccnc2C(=O)O)c1	7%	-10%	1%	-4%	5%	2%	-3%	1%
CCOc1cc(/C=C2\C(=O)NN(c3ccccc3)C2=O)cc([N+](=O)[O-])c1O	-3%	u	x	u	23%	-5%	-22%	x
CCn1c2ccccc2c2cc(NS(=O)(=O)c3ccccc3C)ccc21	4%	-32%	u	-4%	-28%	-8%	-12%	-16%
N=c1c2c3c(sc2nc2n1CCCCC2)CCCC3	1%	2%	-12%	-5%	16%	6%	-3%	2%
CN1CCC(=NNC(=O)C(=O)NC2CCCCC2)CC1	-2%	-1%	16%	-12%	-1%	109%[activator]	-12%	x
CCCNC(=S)N1CCN(C(c2ccccc2)c2ccccc2)CC1	3%	u	u	-13%	4%	-7%	-15%	-8%
C=CCOc1ccc(/C=C2\C(=N)N3N=C(S(=O)(=O)CC)SC3=NC2=O)cc1OC	-4%	22%	x	-4%	-2%	1%	1%	x
Cc1nc(/N=C(\N)NC(=O)c2ccccc2)nc2ccccc12	4%	-9%	-19%	7%	18µM*	-27%	-9%	1%
Cc1nn(-c2cc(N3CCNCC3)ccc2[N+](=O)[O-])c(=O)c2ccccc12	-6%	u	8%	1%	20%	2%	-1%	-5%

Not all compounds are listed. The share of hits here may be higher or lower than overall.
